# Bioassay records deposited in PubChem BioAssay by National Center for Advancing Translational Sciences (NCATS).
# Nrf2 activator: Nrf2 pathway activation; AREc32 ARE-luciferase reporter (MCF7-derived line), luminescence, 24 h; Potency, µM (highest dose often 46.1 µM), inactives show at the highest dose activation, hits mostly activators; actives 0.31% (n = 410,000); also: potency is read from the fitted curve at half-maximal effect; % of control where 0% means no effect; nearly all actives have a fitted effect of over 65% in size
#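 Each well held 1000 AREc32 cells, which were incubated with compound for 24 hr at 37 deg C after overnight attachment, and ARE reporter activity was quantified by firefly luciferase luminescence.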
# HepG2 viability: HepG2 cytotoxicity, counter-screen for TGF-b inhibitors; actives 0.76% (n = 410,000); HepG2 CAGA-GFP viability, ATP luminescence, 18 h; Potency, µM (highest dose often 46.1 µM), inactives show top-dose activity change, negative = cytotoxicity, usual class: cytotoxic; also: potency is read from the fitted curve at half-maximal effect; some results filed as inactive show a strong effect at the top dose
#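 HepG2 CAGA-GFP cells (1000/well, DMEM with 1% FBS) received compound, then TGF-beta at 500 pg/mL final, and were incubated 18 hours at 37 degrees C. Viability was read by CellTiter-Glo luminescence. Media-only wells were set as complete cell-killing and DMSO as no toxicity.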
# ATXN viability: viability counter-screen for ATXN expression inhibitors; S2 cells (HEK-293 line with an ATXN2-luciferase reporter) viability, CellTiter-Fluor protease fluorescence, 24 h; Potency, µM (top dose mostly 56.7 µM), hits mostly cytotoxic; actives 0.49% (n = 400,000); also: potency is read from the fitted curve at half-maximal effect; nearly all actives have a fitted effect of over 40% in size
# CCT modulator: changes cytosolic chaperonin activity | purified chaperonin ATPase assay, HTRF ADP detection, 30 min | activity change, % (no concentration beside the values), hits read low | actives 0.3% (n = 360,000) | AID 651819; in the data active = activity change below about -30%; also: % is scaled to controls: 0 for no effect and ±100 for the full control effect
#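 TRiC at 40 or 20 nM final (batch-dependent) in 30 mM Tris pH 7.4, 100 mM KCl, 5 mM MgCl2, 1 mM DTT, with compound at single 76 uM and 10 uM ATP, 30 min at 37 deg C. ADP detected by HTRF Transcreener, 665/615 ratio.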
# Mm-Cpn inhibitor: M. maripaludis TRiC chaperonin inhibition | purified Mm-Cpn ATPase, ADP Transcreener TR-FRET | Potency, µM (doses to about 76.9 µM), inactives show at the top dose activity, negative = inhibition, usual class: inhibitors | actives 0.031% (n = 330,000) | AID 504842; also: potency is read from the fitted curve at half-maximal effect; % is scaled to controls: 0 for no effect and ±100 for the full control effect; nearly all actives have a fitted effect of over 80% in size
#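 Inhibition of chaperonin ATP hydrolysis is measured as reduced ADP production, detected by competitive TR-FRET in which signal falls with ADP. Final enzyme 25 nM and ATP 10 uM, reacted 30 min at 37°C.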
# A549 tox: A549 cytotoxicity, counter-screen for Nrf2 inhibitors. AID 504648. actives 0.16% (n = 390,000). Potency, µM (titrated, usually from 46 µM), for the others: at the highest dose activity change, negative = cytotoxicity, usual class: inhibitors. A549 ARE-Fluc cells, CellTiter-Fluor viability, 18-24 h; also: potency is read from the fitted curve at half-maximal effect; % is scaled to controls: 0 for no effect and ±100 for the full control effect
#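 A549 ARE-Fluc cells in 5% FBS OPTI-MEM, 5000 cells/well, rested 2 h then exposed to compounds in concentration-response for 18-24 h at 37 °C. Viability by CellTiter-Fluor fluorescence (Ex 405/Em 525) after 30 min; luciferase luminescence (BugLite, 15 min, RT) read afterwards.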
# TGFb inhibitor: TGF-b pathway inhibition | HepG2 CAGA-GFP TGF-b/SMAD3 reporter, GFP fluorescence, 18 h; TGF-beta stimulated, 500 pg/mL final | Potency, µM (doses to about 46.1 µM), for the others: top-dose activity, negative = inhibition, most hits filed as inhibitors | actives 1.2% (n = 410,000) | AID 588855; also: potency is read from the fitted curve at half-maximal effect; % is scaled to controls: 0 for no effect and ±100 for the full control effect; nearly all actives have a fitted effect of over 65% in size
#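 Read-out: total well GFP (ex488/em500-530) summed from mean per-cell fluorescence. Cells: HEPG2 CAGA-GFP, 1% FBS DMEM, 18 h at 37 degrees C with 500 pg/mL final TGF-beta. Unstimulated wells served as the full-inhibition control; stimulated DMSO wells = 0%.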
# Nrf2 block: inhibitors of Nrf2 signaling; Potency, µM (series often up to 46 µM), without a hit: at the highest dose activity change, negative = inhibition, actives largely listed as inhibitors; AID 504444; A549 ARE-Fluc reporter, luciferase luminescence, 18-24 h; actives 2.1% (n = 360,000); also: potency is read from the fitted curve at half-maximal effect; % is scaled to controls: 0 for no effect and ±100 for the full control effect; nearly all actives have a fitted effect of over 60% in size
#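 Quantitative HTS in A549 cells stably bearing an antioxidant response element-firefly luciferase construct. Inhibition of Nrf2-driven transcription was scored by luminescence after 18-24 h of compound exposure at 37 °C.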
# pAkt inh: blocks phosphorylation of Akt; AID 651550; actives 0.32% (n = 360,000); Neuro2A IGF-stimulated pAkt S473 HTRF, 20 min; active compounds read low; activity change, % for hits at 50 µM; in the data active = activity change below about -80%; inconclusive = mostly about -51% to -80%; also: % is scaled to controls: 0 for no effect and ±100 for the full control effect
#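 Single-point screen (50 µM final compound) in Neuro2A cells stimulated 20 min with 6 nM IGF at 37 deg C. After lysis, Ser473-phosphorylated Akt read by HTRF (ex 330 nm, em 615/665 nm) as the 665/615 ratio.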
# Starred values were filed as active, the others as inactive; i = inactive; ? = inconclusive; · = no result given; [ ] = another dose, or the depositor's remark. Unless noted, calls follow the shape of the dose curve; as a rule, active = well fitted curve in the direction sought with a large enough effect; inconclusive = small, poorly fitted or top-dose-only effect, or another doubt; inactive = no such curve, though single readings can be large; an effect the other way counts as inactive or inconclusive.
SMILES,Nrf2 activator,HepG2 viability,ATXN viability,CCT modulator,Mm-Cpn inhibitor,A549 tox,TGFb inhibitor,Nrf2 block,pAkt inh
CCOc1ccc(-c2nn(-c3ccc(F)cc3)c3c2cnc2ccc(F)cc23)cc1,-0.4%,2%,i,·,·,0%,2%,8%,·
CCOC(=O)C1=C(C)NC(=O)NC1c1ccc(N(CC)CC)cc1 (stereo not drawn),-1.1%,-3%,i,-2.1,-2%,-3%,-3%,?,i
Cc1nc2nc3c(cn2n1)C(=O)CCC3,-0.4%,13%,?,-2.0,3%,-2%,6%,-11%,i
CC(=O)c1c(O)c(C)c(O)c2c1OC1=Cc3c(c(C)nn3-c3ccccc3)C(=O)C12C (stereo not drawn),0.4%,5%,i,2.9,·,·,-2%,·,i
Brc1cccc(-c2nnn3c2nc(NCc2ccc4c(c2)OCO4)c2ccccc23)c1,4.4%,-3%,i,·,·,4%,2%,10%,·
COc1cccc2cc(C(C)N(CCCN3CCOCC3)C(=S)Nc3c(C)cccc3C)oc12 (stereo not drawn),3.0%,-7%,i,0.4,-1%,-7%,-9%,-19%,i
C=CCNc1sc(C(=O)c2ccccc2)c(N)c1-c1nc2ccccc2s1,?,-42%,i,1.6,-2%,-12%,-4%,29%,i
O=C(Nc1cc(Cl)ccc1N1CCOCC1)c1ccc(N2CCCCC2)c([N+](=O)[O-])c1,-0.1%,1%,i,-2.6,·,5%,-8%,3%,i
CCSc1cc(C)nc2c(-c3ccccc3)c(C)nn12,7.6%,-16%,i,-0.1,-6%,2%,-11%,-9%,i
O=C(NCc1cccs1)Nc1ccc2c(c1)OCO2,0.0%,-4%,i,-0.3,0%,-1%,3%,?,i

# Part of the list above, as labelled records.
O=C(Nc1cc(Cl)ccc1N1CCOCC1)c1ccc(N2CCCCC2)c([N+](=O)[O-])c1
- Nrf2 activator: -0.1%
- HepG2 viability: 1%
- ATXN viability: i
- CCT modulator: -2.6
- Mm-Cpn inhibitor: ·
- A549 tox: 5%
- TGFb inhibitor: -8%
- Nrf2 block: 3%
- pAkt inh: i

CCSc1cc(C)nc2c(-c3ccccc3)c(C)nn12
- Nrf2 activator: 7.6%
- HepG2 viability: -16%
- ATXN viability: i
- CCT modulator: -0.1
- Mm-Cpn inhibitor: -6%
- A549 tox: 2%
- TGFb inhibitor: -11%
- Nrf2 block: -9%
- pAkt inh: i

# Next entries follow:
SMILES,Nrf2 activator,HepG2 viability,ATXN viability,CCT modulator,Mm-Cpn inhibitor,A549 tox,TGFb inhibitor,Nrf2 block,pAkt inh
CCOC(=O)CC(=O)CSc1nc2c(sc(=S)n2-c2ccccc2)c(=O)[nH]1,0.0%,3%,i,-1.2,0%,-5%,-11%,·,·
CCCN(CC1CC1)C(=O)Nc1ccccc1C,-0.2%,1%,?,1.8,-1%,-7%,-27%,·,i
O=C(N/N=C/c1cccc([N+](=O)[O-])c1)C1CC(=O)N(c2ccc(Cl)cc2)C1 (stereo not drawn),2.9%,4%,i,-1.8,3%,-8%,-13%,-17%,i
Cc1nn(C(C)C(=O)Nc2ccc3c(c2)OCO3)c(C)c1[N+](=O)[O-] (stereo not drawn),2.8%,0%,i,0.0,3%,8%,10%,8%,i
CC(NC(=O)C12CC3CC(CC(C3)C1)C2)C(=O)NN=Cc1ccc([N+](=O)[O-])o1 (stereo not drawn),6.8%,-94%,?,2.7,-4%,-13%,?,?,i
CCCOC(=O)/C(C(N)=NCc1ccccc1)=C(\O)OCCC,0.7%,-22%,i,0.8,-6%,?,-16%,?,i
CCn1c(=O)cc(OCC(=O)NC(C)c2ccc3c(c2)OCCO3)c2ccccc21 (stereo not drawn),0.7%,-3%,i,0.3,1%,5%,-6%,?,i
COCCNCC(=O)Nc1ccc(OC(F)(F)F)cc1,0.2%,-6%,i,-1.5,0%,0%,-2%,-4%,i
Cc1csc2nc(-c3ccc(NS(=O)(=O)c4cccc(F)c4)cc3)cn12,2.1%,-16%,i,·,·,-3%,-22%,·,·
Cc1cc(C)n(CCC(=O)N2CCCC(Nc3ccc(F)cc3)C2)n1 (stereo not drawn),0.6%,0%,i,-1.8,·,-3%,0%,-2%,i
O=C(NCCN1CCOCC1)C12CC3CC(C1)CC(c1ccccc1)(C3)C2,3.8%,-13%,i,-1.6,-4%,-1%,-4%,?,i
COC(=O)COc1cccc(NS(=O)(=O)c2ccc(NC(C)=O)cc2)c1,0.7%,-10%,i,0.0,-1%,3%,-16%,-21%,i
CC1=C(C(=O)OCC2CCCCC2)C(c2ccc(O)cc2)NC(=O)N1 (stereo not drawn),0.3%,1%,i,-1.7,1%,-18%,-1%,?,i
Cc1ccc(N(C(=O)Cn2nnc(-c3ccc(C)o3)n2)C(C(=O)NC2CCCC2)c2ccncc2)cc1 (stereo not drawn),-0.1%,3%,i,2.4,3%,-9%,6%,-28%,i
CC12CCC(C(N)=O)(c3nc4ccccc4nc31)C2(C)C (stereo not drawn),-0.6%,-9%,i,0.5,1%,2%,?,·,i
Cc1c(Cl)cccc1NC(=O)CSc1nc(=O)n(CCCN2CCOCC2)c2c1CCCC2,0.5%,-16%,i,2.6,·,·,-9%,·,i
O=C(O)CCCNS(=O)(=O)c1cccc2nsnc12,-0.7%,-5%,i,-2.7,3%,-1%,-22%,15%,i
Cc1ccc(-n2ncc3c(N4CCN(C)CC4)ncnc32)cc1,-2.4%,-17%,i,·,·,9%,1%,·,·
COc1ccc(NC(=O)Nc2ccccc2F)cc1Cl,0.6%,-11%,i,-2.4,0%,1%,-19%,?,i
O=C1NC[C@@H](CCCCN2C[C@H](Cc3ccc(O)cc3)N(CC3CCCCC3)C(=O)C2=O)N(Cc2ccccc2)C1=O,-0.5%,·,i,-2.1,·,·,·,·,i
CCOC(=O)C1CCN(C(=O)CNC(=O)OC(C)(C)C)CC1,-0.5%,15%,i,-0.1,0%,0%,15%,1%,i
O=C(CCc1ccccc1)NC(NC(=S)Nc1ccc(Br)cc1)C(Cl)(Cl)Cl (stereo not drawn),7.6%,-47%,i,-3.7,2%,?,?,9.2µM*,i
Cc1ccc(S(=O)(=O)NCC(=O)NCC(=O)N2CCC(C)CC2)cc1,0.0%,3%,i,0.7,0%,-2%,3%,-13%,i
CN1CCN(C(=O)c2ccc3c(Cl)c4c(nc3c2)CCCC4)CC1,?,-2%,?,0.6,-1%,0%,-21%,-5%,i
C#CCOCCOCCOCCNc1nc(N2CCN(C(=O)[C@H]([C@@H](C)O)n3cc(CCCCN)nn3)CC2)nc(N2CCN(C(=O)[C@H](C)n3cc(CCCN=C(N)N)nn3)CC2)n1,-0.6%,4%,i,-1.2,2%,1%,0%,-4%,i
COc1ccc(NC(=O)CSc2ccc3nnc(CCNC(=O)c4ccccc4)n3n2)cc1OC,-0.7%,-50%,i,-3.1,-9%,-6%,-4%,7%,i
CCc1ccc(Nc2nnc(-c3cc4cc(OC)ccc4oc3=O)s2)cc1,-0.4%,2%,i,·,·,3%,8%,·,·
O=C1C=C(c2ccc(Oc3ccccc3)cc2)C[C@@H](c2ccc3c(c2)OCO3)C1,0.1%,-14%,i,-4.4,-7%,0%,?,-16%,i
Cc1ccc(CS(=O)(=O)CCC(=O)NCCN2CCCC2)cc1,0.1%,-2%,i,-4.6,3%,1%,2%,-7%,i
COC(=O)c1cc2occc2n1CC(=O)N(C)C1CCCCC1,2.1%,-3%,i,3.5,1%,-10%,27%,11%,i
CNS(=O)(=O)c1cccc(C(=O)OCC(=O)N2c3ccccc3CC2C)c1 (stereo not drawn),-0.3%,3%,i,1.6,0%,-2%,9%,11%,i
CSc1nc2ccc(NC(=O)C3CC(=O)N(Cc4ccccc4)C3)cc2s1 (stereo not drawn),12%,-38%,i,-2.8,-15%,0%,-15%,-3%,i
Cc1ccnc(N2CCC(C(=O)NCc3ccccc3F)CC2)n1,3.1%,5%,i,0.9,-21%,22%,-4%,-21%,i
CC(=O)N1CC[n+]2c(-c3ccc(Cl)cc3)csc21,3.0%,-2%,i,-2.5,1%,9%,-23%,-11%,i
Cn1c(=O)c2[nH]c(CCCc3ccc([N+](=O)[O-])cc3)nc2n(C)c1=O,-0.5%,-8%,i,0.3,·,4%,-11%,?,i
O=C(c1ccc(F)cc1)N1CCN(S(=O)(=O)c2ccc(Br)cc2)CC1,4.2%,-24%,i,0.7,-1%,0%,-35%,7%,i
S=C(Nc1ccc(Cl)cc1Cl)Nn1cnnc1,0.9%,10%,i,1.4,-1%,-5%,19%,3%,i
Cc1ccc(C(=O)NC(NCc2ccco2)C(Cl)(Cl)Cl)cc1 (stereo not drawn),-0.2%[9.22 µM],-5%,i,-0.9,1%,1%,5%,-24%,i
CCN1CCN(c2nc3c(S(=O)(=O)c4ccc(Br)cc4)nnn3c3ccsc23)CC1,-1.0%,-12%,·,·,·,7%,-4%,?,·
O=C(COC(=O)Cc1c(Cl)cccc1Cl)NCc1ccco1,0.6%,2%,i,-0.4,0%,5%,10%,4%,i
COC(=O)c1sccc1S(=O)(=O)N(CC(=O)Nc1cc(C)ccc1C)c1ccc(C)c(C)c1,3.3%,-35%,i,·,·,10%,?,-27%,·
NC(=O)c1ccccc1N=Cc1cccnc1,-0.4%,-37%,i,-0.5,·,2%,11%,-12%,i
COC(=O)c1cccc(NC(=O)CN2C(=O)C3CCCCC3C2=O)c1 (stereo not drawn),0.6%,-12%,i,-4.8,3%,0%,1%,-4%,i
COc1ccc(C(=O)Nc2ccc(S(=O)(=O)NC(C)=O)cc2)cc1[N+](=O)[O-],0.5%,1%,i,0.6,0%,0%,1%,22%,i
